KB-V1 MDR tox = KB-V1 MDR subline cytotoxicity | KB-V1 MDR cells viability, CellTiter-Glo, 72 h | Potency, µM (series often up to 46.1 µM), inactives show top-dose activity change, negative = cytotoxicity, actives largely listed as cytotoxic | AID 1347076 | 3.4% of 400,000 active; further: potency means the concentration at half of the fitted maximal effect; on the % scale 0 is the no-effect control and ±100 the full control effect; nearly all actives have a fitted effect of over 60% in size
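KB-V1 MDR subline cells in DMEM (phenol-red free, 10% FBS) exposed to compounds in qHTS concentration series for 72 h at 37 degrees C. Viability read by CellTiter-Glo luminescence; concentration-effect curves fitted after normalization and correction.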
MCF10A rerep = DNA re-replication induction in MCF 10a cells; AID 624296; MCF 10A DNA re-replication, Hoechst nuclear intensity, 48 h; Potency, µM (doses to about 46.1 µM), for the others: at the top dose activity, positive = re-replication, most hits filed as activators; 2.9% of 350,000 active; further: potency means the concentration at half of the fitted maximal effect; % of control where 0% means no effect; nearly all actives have a fitted effect of over 50% in size
HT1080 IDH1KD tx = HT-1080 IDH1 knockdown cell toxicity (counter line). HT-1080 IDH1 knockdown viability, ATP luminescence, 48 h. Potency, µM (titrated, usually from 46.1 µM), for the others: at the top dose activity, negative = toxicity, most hits filed as cytotoxic. 2% of 360,000 active;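 further: potency means the concentration at half of the fitted maximal effect; 0% = DMSO wells and -100% = cell-free medium wells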
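After a 2 h attachment period, IDH1KD HT-1080 cells took pin-transferred compound for 48 h at 37 °C; ATP-based luminescence after 10 min room-temperature reagent incubation reported viability.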
KB-3-1 cytotox = kills parental KB-3-1 adenocarcinoma cells; KB-3-1 viability, CellTiter-Glo ATP luminescence, 72 h; 1.4% of 400,000 active; Potency, µM (titrated, usually from 46.1 µM), without a hit: at the top dose activity change, negative = cytotoxic, actives largely listed as cytotoxic; further: potency means the concentration at half of the fitted maximal effect; on the % scale 0 is the no-effect control and ±100 the full control effect; nearly all actives have a fitted effect of over 60% in size
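Viability of parental KB-3-1 cells, measured by CellTiter-Glo luminescence, followed a 72 h incubation at 37 °C with pinned compounds in phenol-red-free DMEM containing 10% FBS.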
ATXN2 expr inh = inhibitors of ATXN2 expression; AID 1745845; HEK-293 ATXN2-luciferase reporter, luminescence, 24 h; 0.72% of 360,000 active; Potency, µM (doses to about 57 µM), without a hit: at the highest dose activity change, negative = inhibition, actives largely listed as inhibitors; further: potency means the concentration at half of the fitted maximal effect; on the % scale 0 is the no-effect control and ±100 the full control effect; nearly all actives have a fitted effect of over 55% in size
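ATXN2-luciferase reporter cells (luciferase flanked by upstream and downstream ATXN2 gene portions) were treated 24 h at 37 °C with compounds at up to 57 uM. SteadyGlo luminescence gave expression; GF-AFC fluorescence gave viability.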
SW480 rerep = induces DNA re-replication in SW480 colon adenocarcinoma cells; SW480 DNA re-replication, Hoechst DNA content imaging, 48 h; Potency, µM (doses to about 46.1 µM), for the others: top-dose re-replication activation, most hits filed as activators; AID 624297; 1.8% of 340,000 active; further: potency means the concentration at half of the fitted maximal effect; % of control where 0% means no effect; nearly all actives have a fitted effect of over 55% in size
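Image-based read-out: total Hoechst fluorescence of nuclei (405 nm excitation, 500-530 nm emission), with hits raising the fraction of high-intensity nuclei. SW480 colon cells incubated 48 hr with compounds at 37 C.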
HT1080-NT tox = kills 2HG-producing HT-1080-NT fibrosarcoma cells; 1.6% of 360,000 active; Potency, µM (top dose mostly 46.1 µM), for inactives: at the top dose activity, negative = less viability, hits mostly cytotoxic; HT-1080-NT fibrosarcoma viability, CellTiter-Glo ATP luminescence, 48 h;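 further: NT is the 2HG producing partner of a matched IDH1 knockdown line; potency means the concentration at half of the fitted maximal effect; 0% = DMSO-treated cells and -100% = media-only wells without cells; nearly all actives have a fitted effect of over 55% in size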
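Viability of the 2HG-overproducing fibrosarcoma line after 48 hours of compound exposure at 37 degrees C was determined by luminescence with CellTiter-Glo, and concentration-effect curves were then fitted and categorized.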
IL1B secr inh = inflammasome signaling inhibition, IL-1 beta readout | activity change, % at 57.5 µM | THP-1 LPS/ATP IL-1B secretion, AlphaLISA, 16 h; active compounds read low | 4.7% of 360,000 active | AID 743279; in the data active means activity change below about -50%; inconclusive means mostly about -30% to -49%; further: on the % scale 0 is the no-effect control and ±100 the full control effect
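Secreted IL-1B measured by AlphaLISA bead assay after 16 h compound exposure of THP-1 cells; compounds (final up to 57.5 uM) added 1 h before LPS (250 ng/mL) and ATP (1.25 mM) stimulation; lower signal means less secretion.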
WRN inhibitor = WRN helicase (human) inhibition; AID 651768; WRN helicase unwinding, fluorescent forked duplex, kinetic; Potency, µM (top dose mostly 114 µM), for inactives: at the highest dose activity change, negative = inhibition, usual class: inhibitors; 0.46% of 360,000 active; Q14191; further: potency means the concentration at half of the fitted maximal effect; on the % scale 0 is the no-effect control and ±100 the full control effect; nearly all actives have a fitted effect of over 55% in size
Target sequence (Q14191 whole entry, looked up): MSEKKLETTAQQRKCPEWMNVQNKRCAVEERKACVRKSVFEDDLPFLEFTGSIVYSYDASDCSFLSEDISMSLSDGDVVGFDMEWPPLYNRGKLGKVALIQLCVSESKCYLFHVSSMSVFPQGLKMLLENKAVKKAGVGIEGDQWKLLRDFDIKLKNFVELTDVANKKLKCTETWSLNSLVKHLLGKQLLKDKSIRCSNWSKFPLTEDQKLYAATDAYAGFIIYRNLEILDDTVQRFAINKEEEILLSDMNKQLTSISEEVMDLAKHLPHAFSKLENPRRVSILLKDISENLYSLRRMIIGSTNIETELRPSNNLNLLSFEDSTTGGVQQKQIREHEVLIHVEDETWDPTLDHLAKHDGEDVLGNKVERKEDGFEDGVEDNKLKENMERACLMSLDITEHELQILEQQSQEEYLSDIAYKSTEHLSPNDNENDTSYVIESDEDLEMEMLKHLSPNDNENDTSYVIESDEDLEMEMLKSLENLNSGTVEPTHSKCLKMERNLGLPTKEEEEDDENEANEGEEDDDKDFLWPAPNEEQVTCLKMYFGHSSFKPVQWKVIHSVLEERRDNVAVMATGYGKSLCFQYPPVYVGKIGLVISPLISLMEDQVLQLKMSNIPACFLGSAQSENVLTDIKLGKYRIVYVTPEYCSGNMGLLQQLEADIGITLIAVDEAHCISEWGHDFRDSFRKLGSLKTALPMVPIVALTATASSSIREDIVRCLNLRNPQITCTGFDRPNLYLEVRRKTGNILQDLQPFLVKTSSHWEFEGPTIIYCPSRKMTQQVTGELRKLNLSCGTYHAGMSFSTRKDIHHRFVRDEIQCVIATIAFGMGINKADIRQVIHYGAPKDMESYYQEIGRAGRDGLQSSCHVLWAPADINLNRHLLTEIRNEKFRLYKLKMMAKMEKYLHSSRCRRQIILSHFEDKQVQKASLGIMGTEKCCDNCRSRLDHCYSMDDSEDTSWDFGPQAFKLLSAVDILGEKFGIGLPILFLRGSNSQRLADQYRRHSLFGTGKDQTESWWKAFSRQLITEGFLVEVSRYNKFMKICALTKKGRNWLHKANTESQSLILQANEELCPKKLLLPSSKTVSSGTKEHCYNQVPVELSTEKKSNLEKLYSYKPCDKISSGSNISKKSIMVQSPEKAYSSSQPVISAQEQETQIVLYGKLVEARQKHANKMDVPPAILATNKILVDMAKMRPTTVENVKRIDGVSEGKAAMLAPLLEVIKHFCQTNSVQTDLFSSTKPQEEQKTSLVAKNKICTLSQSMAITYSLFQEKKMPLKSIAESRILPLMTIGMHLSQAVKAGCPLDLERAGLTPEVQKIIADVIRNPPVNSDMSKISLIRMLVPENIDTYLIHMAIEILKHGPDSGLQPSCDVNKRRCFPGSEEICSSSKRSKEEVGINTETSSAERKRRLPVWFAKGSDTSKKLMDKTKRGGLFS
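Screening of the MLSMR collection measured strand separation of a quenched forked DNA duplex (100 nM) by 20 nM WRN with 2 mM ATP, all final. Compounds were preincubated with enzyme 15 min at room temperature.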
Starred values were filed as active, the others as inactive; ? = inconclusive; / = no result given; [ ] = another dose, or the depositor's remark. Unless noted, the call rests on the fitted dose curve; in most records, active means well fitted curve in the direction sought with a large enough effect; inconclusive means small, poorly fitted or top-dose-only effect, or another doubt; inactive means no such curve, though single readings can be large; an effect the other way counts as inactive or inconclusive.

The line under a structure holds: ATXN2 expr inh, HT1080-NT tox, HT1080 IDH1KD tx, WRN inhibitor, KB-V1 MDR tox, IL1B secr inh, MCF10A rerep, SW480 rerep, KB-3-1 cytotox
CC1CC(C)CN(S(=O)(=O)c2ccc(NC(=O)C3CSC4(C)CCC(=O)N34)cc2)C1 (stereo not drawn)
    -1.5%, -1.3%, -11.2%, -12.8%, ?, ?, 15.1%, 1.9%, ?
O=C(/C=C1\SC(=O)N(CC(=O)Nc2ccc(Cl)cc2)C1=O)Nc1ccc(F)cc1
    ?, 3.5%, 0.8%, -0.3%, 7.0%, 14.6, 1.6%, -3.4%, 15.5%
CCc1ccc(C(=O)NNC(=O)c2c(CC)noc2C)cc1
    -11.2%, 20.0%, 12.4%, -2.3%, -2.2%, -20.6, -13.3%, -188.0%[inhibitor], -0.9%
CS(=O)(=O)c1ccc(-c2cnc3c(NC=O)cc(-c4ccsc4)cn23)cc1
    -11.4%, 2.3%, -2.0%, -17.1%, -5.7%, ?, /, /, 0.0%
Cn1nc(C(=O)OCC(=O)c2ccc[nH]2)c2ccccc2c1=O
    -2.4%, 14.3%, 12.7%, -5.4%, 29.8%, 9.8, -0.7%, ?, -3.8%
CC1Sc2ccc(S(=O)(=O)CCC(=O)N3CCc4ccccc43)cc2NC1=O (stereo not drawn)
    6.1%, -5.5%, -21.2%, -1.5%, 0.0%, 63.8, 11.0%, -30.1%, 5.0%
COc1ccc(CN2CCNC(=O)C2CC(=O)N(C)C2CCOCC2)c(F)c1 (stereo not drawn)
    2.9%, 6.4%, 14.6%, -1.0%, 5.8%, 0.0, 0.0%, -6.1%, -3.2%
COc1ccc(Oc2c(Cl)cnn(-c3ccccc3)c2=O)cc1
    ?, 18.4µM*, ?, -15.5%, ?, -118.3*, ?, ?, ?
Cc1ccc(S(=O)(=O)N/N=C\c2ccc3c(c2)OCO3)cc1C
    -9.1%, 0.6%, 13.0%, 0.2%, 25.3%, -15.0, -0.9%, -5.5%, -2.0%
Cc1cccc(OCC(=O)Nc2cccc3nsnc23)c1
    20.2%, 13.3%, -9.0%, -5.0%, ?, -2.7, -3.9%, 28.4%, -5.3%
COc1ccc(CC(=O)NCc2nc(-c3ccccc3)no2)cc1
    -5.2%, 3.1%, 6.0%, -1.9%, 6.3%, 59.6, 2.0%, -3.1%, 13.7%
CN(Cc1ccccc1)S(=O)(=O)c1ccc(NC(=O)C2CCCCC2C(=O)O)cc1 (stereo not drawn)
    3.4%, -3.7%, -0.3%, -3.7%, 20.6µM*, -7.4, 13.7%, -8.7%, -17.9%
CCOC(=O)C1(CCc2ccccc2)CCN(Cc2ccccn2)CC1
    -16.9%, -25.2%, ?, -8.9%, ?, 0.0, 14.5%, 5.8%, ?
CC(C)(C)c1nc(SCC(=O)N2CC(=O)Nc3ccccc32)c2ccccc2n1
    -26.5%, 3.0%, 9.5%, 8.3%, -13.5%, 0.0, ?, 0.4%, 6.7%
CN(C)C(=O)c1ccc(-c2n[nH]c(=O)c3ccccc23)cc1
    -5.5%, 3.6%, -5.8%, 7.0%, -17.0%, -18.5, 0.82µM*, -1.9%, 27.1%
Cc1[nH]n(-c2ccc(Cl)cc2)c(=O)c1C=Nc1ccc(S(=O)(=O)N2CCOCC2)cc1
    -5.9%, 4.6%, ?, -12.9%, -0.9%, -2.8, -6.0%, -3.7%, -7.3%
Clc1ccc(CNc2ccc(CNc3ncn[nH]3)cc2)c(Cl)c1
    -34.1%, -9.1%, ?, -0.6%, -1.3%, -25.5, ?, ?, -1.3%
CCN(CC)S(=O)(=O)c1ccc(N2CCN(S(=O)(=O)c3ccccc3C#N)CC2)nc1
    -10.0%, -7.0%, -6.3%, -17.6%, -7.9%, -4.3, ?, -1.8%, -2.9%
CCCCn1c(N)c(N(CCC(C)C)C(=O)c2cc(S(=O)(=O)N3CCOCC3)ccc2F)c(=O)[nH]c1=O
    -9.3%, -1.7%, -0.5%, -1.2%, -16.8%, -11.1, 2.9%, 4.8%, 6.3%
CCc1ccc(N/C(N)=N/c2nc(CSc3ccccn3)cc(=O)[nH]2)cc1
    -25.6%, -0.8%, -4.5%, -5.5%, ?, -6.8, ?, ?, ?
Cc1ccc(/C=N/NC(=O)c2cc(-c3ccccc3)nc3ccccc23)o1
    -17.6%, ?, ?, -15.3%, -19.9%, 40.9, 5.8µM*, ?, -23.3%
Nn1cnnc1N/N=C\c1ccc(-c2ccccc2[N+](=O)[O-])o1
    0.4%, -23.2%, -24.2%, -18.9%, 2.06µM*, 16.7, ?, 1.7%, 7.31µM*
Cn1cc(S(=O)(=O)N2CCCC2)cc1C(=O)N1CCN(c2cccc(Cl)c2)CC1
    -14.7%, ?, -26.5%, -1.4%, -29.4%, -12.0, 0.2%, 2.7%, ?
COc1ccc(S(=O)(=O)N2CCc3ccccc3C2)cc1
    -3.9%, -25.7%, -12.4%, -4.0%, -15.0%, -4.7, -1.0%, -10.1%, -13.4%
CC(C)CC(NC(=O)CCl)c1ccccc1 (stereo not drawn)
    4.6%, -0.3%, -1.1%, 2.0%, -14.7%, -6.0, 12.7%, 14.1%, 4.6%
O=C(c1ccccc1)c1cccc[n+]1[O-]
    2.3%, 5.4%, -2.1%, -7.2%, 36.1%, -5.9, 1.7%, 53.9%, 13.6%
Cc1sc(NC(=O)C2CC(=O)N(Cc3ccco3)C2)nc1-c1ccccc1 (stereo not drawn)
    /, -13.9%, -20.9%, 0.4%, -2.8%, -20.5, /, /, -7.7%
Cc1ccc(NC(=O)CSc2nc3ccccc3c(=O)n2CCCN2CCCCC2)cc1Cl
    ?, 23.1µM*, ?, 4.5%, ?, -87.5*, 23.1µM*, -2.6%, 0.0%
COc1cccc(C2C(C(C)=O)=C(O)C(=O)N2CCc2c[nH]c3ccccc23)c1 (stereo not drawn)
    2.0%, -15.1%, 2.7%, -3.5%, 16.6%, 10.0, 16.4%, -8.2%, -5.3%
CCc1c(C(=O)N/N=C/c2sccc2C)nnn1-c1nonc1N
    2.5%, 10.3%, 8.9%, 5.9%, -4.7%, -9.2, -8.8%, -9.4%, 2.0%
Cc1ccc(NCc2ccccc2O)cc1C
    6.2%, -16.3%, -8.8%, -9.7%, 6.8%, -15.5, 16.2%, 22.3%, -23.6%
COCCn1nnnc1C(C(C)C)N(Cc1cccnc1)Cc1cc2cc(OC)ccc2[nH]c1=O (stereo not drawn)
    3.1%, -0.9%, 1.5%, 2.3%, 0.0%, -10.4, -0.3%, -4.4%, 10.9%
COc1ccccc1N1CCN(C(=O)c2ccc(S(=O)(=O)N3CCCCC3)cc2)CC1
    -0.1%, -0.4%, 1.9%, -17.9%[57.1 µM], ?, 0.0, -15.5%, 21.5%, -11.6%
O=C(COC(=O)c1ccc(F)c(S(=O)(=O)N2CCOCC2)c1)NCc1ccccc1
    -3.2%, -5.8%, -0.1%, -11.9%, 0.0%, 17.8, -2.5%, 2.2%, 13.3%
Cc1cccc(OS(=O)(=O)NC(=O)OCC2CCCN3CCCCC23)c1 (stereo not drawn)
    -12.2%[11.3 µM], 0.4%, 19.3%, -3.9%, ?, 12.6, -7.1%, -6.0%, 1.9%
C[C@H](CO)N1C[C@H](C)[C@@H](CN(C)C(=O)Nc2ccc3c(c2)OCO3)Oc2ccc(NC(=O)Cn3cnnn3)cc2C1=O
    -6.9%, -0.7%, -7.8%, 2.6%, -23.6%, -1.5, -43.5%[inhibitor], 3.9%[9.22 µM], 0.5%
Cn1c(NC(=O)c2ccco2)c(-c2ccccc2Cl)c(=O)c2ccccc21
    0.2%, 0.2%, -11.0%, -6.2%, 19.3%, 5.4, ?, 8.9%, 0.0%
O=C(Cc1c(Cl)cccc1Cl)Nc1cccnc1
    -6.4%, 13.1%, 16.7%, 10.9%, 0.7%, 34.3, 19.2%, 8.3%, 11.4%
CC(C)CCNC(=O)[C@@H](NC(=O)c1c(F)cccc1F)C(C)C
    -7.6%, -16.9%, -6.0%, 15.9%, ?, -0.1, 0.4%, -3.5%, 5.2%
Cn1ccnc1SCC(=O)Nc1ccc(Br)cc1C(F)(F)F
    40.0%[activator], -1.5%, 5.7%, -22.8%, /, 0.5, -1.1%, 0.1%, /
COc1cccc(-c2nnc(SCC(=O)Nc3ccc(OC)c(OC)c3)n2N)c1
    10.2%, -3.8%, -18.8%, 2.2%, -4.2%, -0.5, -180.0%[0.0737 µM], 3.1%, -1.8%
COC(=O)C(C(=O)Nc1cc(C)on1)C1CCCCCC1 (stereo not drawn)
    -2.9%, -18.7%, 7.1%[9.24 µM], 6.3%, ?, 5.0, 14.1%, 8.7%, ?
COc1cc(C(=O)NCc2ccccc2Cl)ccc1OCC(=O)N1CCOCC1
    1.4%, 10.3%, 9.5%, 8.0%, ?, -1.9, -2.4%, -66.3%[inhibitor], 9.2%
CCc1cc2cc3c(cc2nc1SCC(=O)OC(C)C)OCO3
    1.7%, -4.0%, -2.2%, -6.6%, ?, 26.6, 0.4%[9.22 µM], -12.3%, -12.7%
CN(C)C(=S)c1ccc2ccccc2n1
    14.9%, 2.4%, 1.8%, 2.5%, 18.9%, 17.5, -188.7%[0.0737 µM], -2.7%, 5.2%
O=C(Nc1ccccc1)C1Cc2c(-c3ccco3)ccnc2O1 (stereo not drawn)
    -7.5%, 2.2%, 6.5%, 4.7%[57.1 µM], ?, -6.1, /, /, -17.6%
CCCc1cc(=O)[nH]c(SCc2ccccc2Cl)n1
    /, 15.5%, 12.7%, -3.7%, 4.2%, 6.6, -1.5%, -4.1%, 2.7%
O=C(O/N=C\c1ccc(N2CCCCC2)c([N+](=O)[O-])c1)c1c(F)cccc1F
    4.7%, -13.9%, -13.9%, -0.4%, ?, -13.5, 23.9%, 3.0%, ?

Screens as filed in PubChem.
